Assay outcomes deposited in PubChem by The Scripps Research Institute Molecular Screening Center.
LYPLA2 counter: blocks human lysophospholipase 2, a PME1 counter-screen. O95372. recombinant LYPLA2, FP-Rh probe fluorescence polarization. inhibition, % at 5.9 µM. 320,000 compounds, 0.38% hits. AID 2177;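 active means inhibition above the screen-wide mean plus 3 SD, limit set per campaign, cut at about 26% in these data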;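 further: 0% = LYPLA2 with DMSO and 100% = wells lacking LYPLA2 enzyme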
Target sequence (O95372 whole entry, looked up): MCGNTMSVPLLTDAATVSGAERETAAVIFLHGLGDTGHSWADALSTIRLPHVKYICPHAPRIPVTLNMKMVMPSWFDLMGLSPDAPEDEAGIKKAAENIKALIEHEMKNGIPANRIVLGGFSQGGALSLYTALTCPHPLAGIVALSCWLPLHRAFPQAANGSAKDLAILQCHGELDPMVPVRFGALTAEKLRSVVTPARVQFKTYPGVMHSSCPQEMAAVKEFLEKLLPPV
PREPL inhibitor: inhibitors of human prolyl oligopeptidase-like enzyme PREPL; Q4J6C6; recombinant PREPL, fluorescence polarization activity-based probe; inhibition, % at 5.96 µM; 320,000 compounds, 0.68% hits; AID 2751; in the data active means inhibition above about 43%;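 further: 0% = enzyme with DMSO and 100% = wells lacking enzyme; many of its hits are not listed in these tables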
EBNA-1 inhibitor: blocks EBNA-1 binding to DNA | 300,000 compounds, 0.34% hits | AID 1950 | inhibition, % at 14.8 µM | EBNA-1 DNA binding, fluorescence polarization; in the data active means inhibition above about 28%
PAFAH1B3 FP inh: blocks human PAF acetylhydrolase 1B catalytic subunit 3; 340,000 compounds, 0.28% hits; Q15102; inhibition, % at 3.39 µM; AID 492972; recombinant PAFAH1B3, FP-rhodamine probe, fluorescence polarization;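 active means inhibition above the screen-wide average of all tested compounds plus 3 SD, cut at about 25% in these data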;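 further: 0% = enzyme with DMSO only and 100% = wells lacking PAFAH1B3 protein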
Target sequence (Q15102 whole entry, looked up): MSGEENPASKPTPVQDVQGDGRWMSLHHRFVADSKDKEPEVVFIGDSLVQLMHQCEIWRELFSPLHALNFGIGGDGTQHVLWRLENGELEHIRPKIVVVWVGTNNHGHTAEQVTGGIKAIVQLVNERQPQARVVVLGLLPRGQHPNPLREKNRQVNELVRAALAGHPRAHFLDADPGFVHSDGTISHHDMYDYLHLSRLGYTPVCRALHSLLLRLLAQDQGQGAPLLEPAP
PAFAH2 inh: inhibitors of human PAFAH2 | 340,000 compounds, 0.99% hits | inhibition, % at 3.39 µM | recombinant PAFAH2, FP-rhodamine activity probe, fluorescence polarization | AID 492956;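 active means inhibition above the mean over all tested compounds plus 3 SD, cut at about 30% in these data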;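 further: inhibitors block probe labeling of enzyme so polarization drops; 0% = enzyme with DMSO and 100% = wells lacking PAFAH2 protein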
ZTA counter: ZTA (EBV) inhibition in EBNA-1 counter-screen. P03206. ZTA-DNA binding, fluorescence polarization. inhibition, % at 11 µM. 320,000 compounds, 0.15% hits; in the data active means inhibition above about 33%
PAFAH1B2 inh: blocks human PAF acetylhydrolase 1b catalytic subunit 2. P68402. recombinant PAFAH1B2, FP-rhodamine activity probe, fluorescence polarization. inhibition, % at 3.39 µM. 340,000 compounds, 1.2% hits;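 active means inhibition above the mean of all tested compounds plus 3 SD, cut at about 24% in these data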;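 further: 0% = enzyme with DMSO and 100% = wells lacking PAFAH1B2; many of its hits are not listed in these tables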
Target sequence (P68402 whole entry, looked up): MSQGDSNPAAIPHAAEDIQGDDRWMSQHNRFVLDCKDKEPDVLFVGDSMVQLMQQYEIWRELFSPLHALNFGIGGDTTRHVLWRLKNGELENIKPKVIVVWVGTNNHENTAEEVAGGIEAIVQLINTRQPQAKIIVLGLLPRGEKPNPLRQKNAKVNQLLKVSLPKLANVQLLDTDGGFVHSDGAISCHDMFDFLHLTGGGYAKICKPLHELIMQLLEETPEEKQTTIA
LYPLA1 counter: counter-screen for PME1 inhibitors: inhibitors of human LYPLA1; inhibition, % at 5.9 µM; 320,000 compounds, 0.16% hits; recombinant LYPLA1, FP-Rh probe fluorescence polarization;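 active means inhibition above the mean of all tested compounds plus 3 SD, set per campaign, cut at about 14% in these data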;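 further: inhibitors block serine hydrolase probe labeling of LYPLA1 so polarization falls; 0% = enzyme with DMSO and 100% = wells lacking LYPLA1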
Target sequence (O75608 whole entry, looked up): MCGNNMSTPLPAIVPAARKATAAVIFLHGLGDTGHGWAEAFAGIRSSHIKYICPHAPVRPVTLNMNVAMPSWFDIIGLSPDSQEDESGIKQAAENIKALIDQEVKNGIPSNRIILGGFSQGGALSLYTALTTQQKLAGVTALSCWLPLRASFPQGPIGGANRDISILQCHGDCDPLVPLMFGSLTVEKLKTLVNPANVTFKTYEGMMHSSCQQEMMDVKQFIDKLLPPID
pPAFAH inh: inhibitors of human plasma PAF acetylhydrolase (pPAFAH) | Q13093 | recombinant pPAFAH, FP-rhodamine probe fluorescence polarization | inhibition, % at 3.39 µM | 330,000 compounds, 1.5% hits;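 active means inhibition above the mean inhibition across the screen plus 3 SD, cut at about 25% in these data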;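 further: inhibitors block binding of the rhodamine activity-based probe so polarization drops; 0% = enzyme with DMSO and 100% = wells lacking pPAFAH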
The depositor's hits bear a star; nt = no result given. Some of the compounds tested (hit frequency here may not be typical).

SMILES	LYPLA2 counter	PREPL inhibitor	EBNA-1 inhibitor	PAFAH1B3 FP inh	PAFAH2 inh	ZTA counter	PAFAH1B2 inh	LYPLA1 counter	pPAFAH inh
CN(CCOC(=O)c1ccccc1)Cc1ccccc1	9	-16	-2	2	2	-12	2	5	4
CC(OC(=O)CCN1C(=O)c2cccc([N+](=O)[O-])c2C1=O)C(=O)Nc1cc(Cl)cc(Cl)c1 (stereo not given)	-4	4	-11	2	-7	6	4	-2	1
CC(=O)CS(=O)(=O)c1ccc(Oc2ccc(S(=O)(=O)CC(C)=O)cc2)cc1	-6	-22	0	-1	1	11	1	-2	22
Cc1nc(NC(=S)NC(=O)c2ccccc2)sc1C(=O)N(C)C	2	0	7	2	-1	-10	2	0	2
COCCn1c(SCC(=O)Nc2sccc2C(N)=O)nc2cc(Cl)ccc2c1=O	-5	-15	-8	5	0	2	-1	-6	6
CCc1nc2oc3ccccc3c(=O)c2c(=O)n1CCOC	3	10	7	10	15	-9	0	5	2
COc1ccc(/C=N/n2cc(-c3ccc(OC)cc3)nc2N)cc1	3	12	9	3	5	-18	-2	-2	7
CN(C)S(=O)(=O)c1ccc(N2CCCC2)c(C(=O)Nc2nc(-c3ccc(F)c(F)c3)cs2)c1	2	2	3	8	2	8	2	-3	1
CCn1c(CSc2nc3ccccc3s2)nnc1SCC(=O)c1ccc(Cl)cc1	-6	-8	10	7	2	5	4	-9	12
Cc1cc(C)c(C#N)c(SCC(=O)Nc2nnc(-c3ccccc3)s2)n1	1	16	-1	7	0	5	1	2	3
O=S(=O)(c1ccc(N2CCOCC2)nc1)N1CCOCC1	-3	15	-12	6	-5	8	1	-3	-5
O=C(Nc1ccccc1)C1=C[C@@H](c2coc3ccccc3c2=O)C[C@@H](OCCCCO)O1	1	2	4	18	4	5	-4	-2	8
Cc1ccc(C)c(Cc2c(C)nc3c(C(=O)N4CCOCC4)cnn3c2C)c1	4	2	-6	5	3	-8	4	-1	-3
Cc1ccc(NC(=S)NN(C)c2nc(C)cnc2C)cc1	-1	-12	-2	3	1	5	3	3	-6
COc1ccc(C2/C=C\CN(C(=O)C3CC3)CC(=O)N2Cc2ccc(F)cc2)cc1 (stereo not given)	5	-11	0	12	-4	-3	3	2	7
Cn1cnc([N+](=O)[O-])c1Sc1ncnc2nc[nH]c12	-2	-5	4	-3	2	3	4	-2	2
CN1C(=O)[C@H]2[C@@H](/C=C/c3ccccc3)N3C(=O)CN(Cc4ccc(-c5ccccc5)cc4)C(=O)[C@@]3(Cc3ccccc3)[C@H]2C1=O	-1	35	-2	-7	-4	3	7	-1	7
CC1Cn2c(nnc2-c2ccccc2O)S1 (stereo not given)	-1	11	9	11	0	-6	-3	2	5
O=C(CN1CCOCC1)Nc1c(C(=O)C2CC2)oc2ccccc12	-3	0	3	4	2	-4	-7	-2	3
CS(=O)(=O)Nc1ccc(C2=NN(C(=O)c3ccco3)C(c3ccc(F)cc3)C2)cc1 (stereo not given)	-5	11	-3	-5	-5	-7	0	-6	0
COc1ccc(OC)c(C2C(C(=O)Nc3nc4ccccc4s3)=C(C)NC3=C2C(=O)CCC3)c1 (stereo not given)	-4	18	-4	6	-5	-3	-6	-12	3
CCOC(=O)C(CN1CCCC1)c1ccccc1 (stereo not given)	3	8	0	9	5	-10	0	-2	0
CCOc1cccc2c1OC1(C)CC2NC(=O)N1c1cccc(F)c1 (stereo not given)	-1	15	-3	7	-13	-1	-2	2	-3
COC(=O)CC1COc2ccccc2N1C(=O)c1cc(OC)c(OC)c(OC)c1 (stereo not given)	6	25	3	2	8	-10	1	-3	-1
CS(=O)(=O)N(CCC#N)Cc1ccc(C=O)o1	4	1	8	7	-8	7	5	-1	0
More results
SMILES	LYPLA2 counter	PREPL inhibitor	EBNA-1 inhibitor	PAFAH1B3 FP inh	PAFAH2 inh	ZTA counter	PAFAH1B2 inh	LYPLA1 counter	pPAFAH inh
COc1ccc(CNC(=O)Cn2nc(Cc3cccnc3)c3ccccc3c2=O)cc1	2	-9	-10	-6	4	8	1	-2	4
CCCN(C(=O)c1nc2nccc(C)n2n1)c1c(N)n(Cc2ccccc2)c(=O)[nH]c1=O	-8	18	nt	3	-8	-3	0	-7	-3
Cc1cc(C)c(C(=O)COC(=O)c2cccnc2Cl)c(C)c1	3	6	-6	1	-7	5	0	2	6
COc1ccc(-c2c(C)nn3c(N4CCC(C(=O)N5CCCCC5)CC4)cc(C)nc23)cc1OC	5	-4	10	1	3	7	1	-1	1
Cc1nn(-c2ccccc2)c(C)c1C1C(C#N)=C(N)Oc2n[nH]c(C)c21 (stereo not given)	0	2	2	6	0	-4	0	-1	4
CCOC(=O)C1(CCc2ccccc2)CCN(C(=O)C(C)n2cncn2)CC1 (stereo not given)	4	9	4	4	1	-13	6	7	1
COc1ccc(CCNC(=S)c2ccccc2)cc1OC	-7	11	-25	9	-6	-9	2	-4	6
Cc1nnc(NC(=O)CC(C)c2ccccc2)s1 (stereo not given)	2	-17	-3	6	6	8	8	-2	1
COc1cccc(-c2nc(NCCN3CCOCC3)c3ccccc3n2)c1O	1	34	9	7	8	-7	7	3	5
Cc1nc(N2CCNCC2)c2c3c(sc2n1)CCCC3	0	-6	-2	-3	3	4	-1	0	4
Cc1ccc(OCCCC(=O)N2CCOCC2)c(C)c1	0	4	7	9	1	-6	-1	-2	-5
CC(=O)NC1=NC(=O)CS1	0	1	-6	-5	-4	8	-3	-3	1
Cc1cn2c(=O)c(C(=O)NCc3ccc4c(c3)OCO4)cnc2s1	3	-5	2	7	1	5	1	-2	-3
O=C(CNS(=O)(=O)c1ccc(Cl)c(C(F)(F)F)c1)NC1CCCCC1	-3	1	nt	-1	2	-8	5	-3	0
CC1=C(C(=O)OC(C)C)C(c2cccs2)NC(=O)N1 (stereo not given)	2	-3	-9	7	1	-3	2	0	2
Cc1ccc(NC(=O)N2CCC(O)(c3ccc(Cl)cc3)CC2)cc1	-6	-6	12	8	1	11	5	-2	11
O=C(Nc1sc2c(c1C(=O)NCCO)CCCC2)c1ccco1	-1	-6	3	5	-8	16	4	2	-4
CC(C(=O)Nc1ccc(Cl)cc1)N1C(=O)NC2(CCCC2)C1=O (stereo not given)	7	3	2	5	-1	-7	10	3	3
CCc1ccc(OCC(=O)N/N=C/c2cc([N+](=O)[O-])ccc2N2CCOCC2)cc1	-4	29	5	8	-4	9	4	-6	11
COC(=O)c1ccc(CO/N=C/c2cccc([N+](=O)[O-])c2)cc1	0	-6	0	15	2	-6	6	-1	-5
CC1CCCCC1NC(=O)c1cc(=O)[nH]c2ccccc12 (stereo not given)	-2	1	-8	-3	4	1	2	-2	7
OC1(c2ccc(Cl)c(Cl)c2)C[n+]2ccccc2N1Cc1ccccc1 (stereo not given)	3	4	-6	4	4	9	1	2	0
O=C(NNS(=O)(=O)c1ccc(F)cc1)c1ccc2c(c1)OCO2	0	-2	-2	4	-10	-3	0	0	0
COc1ccc(N2CCN(C(=O)c3ccc(N4C(=O)NC5CC4(C)Oc4ccccc45)cc3)CC2)cc1 (stereo not given)	34*	7	-5	2	3	5	6	0	-1
O=C(Cn1nnc2ccccc2c1=O)Nc1ccc2c(c1)CCC2	-3	-20	-15	-5	1	-7	0	-3	-4
(listing goes on)
SMILES	LYPLA2 counter	PREPL inhibitor	EBNA-1 inhibitor	PAFAH1B3 FP inh	PAFAH2 inh	ZTA counter	PAFAH1B2 inh	LYPLA1 counter	pPAFAH inh
O=S1(=O)CCN(C(CCO)c2cccc(C(F)(F)F)c2)CC1 (stereo not given)	4	-3	-3	6	-3	9	4	0	1
CCCCn1c(=O)[nH]c(=O)c2c1nc(-c1ccc(C(F)(F)F)cc1)n2C	-2	7	6	5	2	0	-4	2	3
Cc1cccc(-c2nsc(SCC(=O)NCc3ccc4c(c3)OCO4)n2)c1	4	-8	2	3	-9	16	2	1	5
CC(=O)OCC1=C(C(=O)O)N2C(=O)C(NC(=O)CCn3nc(C(F)(F)F)c(Br)c3C3CC3)C2SC1 (stereo not given)	-2	6	-13	13	8	-2	3	-1	7
Cc1nnc(SCC(=O)Nc2ccc3c(c2)COC3=O)n1-c1ccccc1	0	-5	-5	5	-5	-10	-2	0	6
O=C(NCc1ccccc1F)c1cccs1	-1	-1	-5	5	-2	-1	3	-1	-1
CC(Sc1nc2ccccc2[nH]1)C(=O)Nc1ccccc1F (stereo not given)	2	-4	4	-2	-3	14	2	-1	3
COc1ccc(-c2nc3c4ccccc4ccn3c2C=O)cc1	-3	-5	5	9	-2	3	1	2	-1
O=C(NCCc1nc2ccccc2[nH]1)c1ccc(F)cc1	3	14	1	2	0	6	1	-4	-1
c1ccc(-n2nnnc2SCc2cn3ccccc3n2)cc1	-4	-2	-3	0	-5	19	-9	1	5
COc1cc(/C=N/NC(=O)c2ccc(C)nc2)cc([N+](=O)[O-])c1O	-6	17	-13	9	3	-1	7	1	-2
Cc1ccc(CN2CCNC(=O)C2CC(=O)N(Cc2c(C)nn(C)c2C)C2CC2)o1 (stereo not given)	3	10	0	1	7	-16	5	3	-6
O=S(=O)(c1cc(Cl)cc(Cl)c1O)N1CCC2(CC1)OCCO2	4	-4	8	13	1	2	1	1	1
O=C(CN1c2cccc3cccc(c23)S1(=O)=O)Nc1ccccc1F	-1	-7	-4	-2	10	-2	6	-2	1
O=C1[C@H]2[C@H](C=CC[C@H]2C(=O)N2CCN(c3ccccc3)CC2)CCN1Cc1ccc(Cl)c(Cl)c1	-10	-3	-28	2	2	-8	-6	0	3
O=S(=O)(N1CCOCC1)N1CCCN(S(=O)(=O)N2CCOCC2)CC1	6	-8	7	9	-6	-5	1	1	1
Cc1nn(Cc2c(Cl)cccc2Cl)c(Cl)c1/C=N/NC(=O)c1cccnc1	2	9	6	-6	2	-18	0	1	1
CCOc1ccc2nc(SCC(=O)NCc3ccc(S(N)(=O)=O)cc3)sc2c1	7	-3	-3	0	5	-8	5	1	6
Cc1c(O)ccc(/C(Cc2ccc3ccccc3n2)=N\N)c1O	-1	32	8	5	1	9	1	-7	5
CCn1cc(C(=O)O)c(=O)c2cc(F)c(N/N=C/c3ccccc3)cc21	-4	15	-5	11	-2	-5	4	-2	1
O=C1c2ccc(-c3ccc4c(c3)C(=O)N(CCO)C4=O)cc2C(=O)N1CCO	6	9	-8	7	-9	-9	1	3	8
Nc1cc(Cl)ccc1C(=O)OCC(=O)NCC1CCCO1 (stereo not given)	nt	6	nt	8	-9	nt	3	nt	5
COc1ccccc1C(=O)N(Cc1ccco1)C1CCS(=O)(=O)C1 (stereo not given)	-1	4	-3	0	6	-3	2	2	-8
Nc1nc(SCC(=O)N2CCCCC2)[nH]c(=O)c1NC(=O)c1cccs1	0	-4	-14	8	6	-6	6	4	0
Oc1ccc(-c2cnns2)c(O)c1	3	-2	0	5	1	1	3	1	0
Cn1cnc(S(=O)(=O)Nc2ccc(OC(F)(F)F)cc2)c1	7	-6	-9	3	5	2	17	1	13
O=C(O)CC1(O)C(=O)N(Cc2ccccc2)c2ccccc21 (stereo not given)	-3	-2	-22	1	-2	4	2	2	-5
Cc1nc(C)c(-c2ccc(SCc3ccc([N+](=O)[O-])cc3)nn2)s1	13	18	-14	-1	8	8	0	1	-7

Some entries already given, showing only LYPLA2 counter, PAFAH2 inh and PREPL inhibitor:
SMILES | LYPLA2 counter | PAFAH2 inh | PREPL inhibitor
c1ccc(-n2nnnc2SCc2cn3ccccc3n2)cc1 | -4 | -5 | -2
CC(=O)OCC1=C(C(=O)O)N2C(=O)C(NC(=O)CCn3nc(C(F)(F)F)c(Br)c3C3CC3)C2SC1 (stereo not given) | -2 | 8 | 6
Oc1ccc(-c2cnns2)c(O)c1 | 3 | 1 | -2
